TCR act = Activators of T cell receptors: qHTS campaign. primary human leukocytes, anti-CD3, IL-2 HTRF, 48 h. Potency, µM (series often up to 9.22 µM), for the others: top-dose activation of IL-2 secretion, usual class: activators. 330,000 tested, under 10 active; note: % of control where 0% means no effect
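48 hr co-incubation of compounds, a-CD3 beads and primary human leukocytes; IL-2 quantified homogeneously by HTRF with anti-IL-2 K and d2 conjugates.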
Eya2 inh = qHTS Assay for Inhibitors of the Phosphatase Activity of Eya2. recombinant Eya2, OMFP fluorescence dephosphorylation (OMFP is methylfluorescein phosphate). Potency, µM (titrated, usually from 76.9 µM), for the others: at the highest dose activity, negative = inhibition, usual class: inhibitors. actives 0.006% (n = 330,000). AID 488837, 2010; note: potency is the fitted concentration of half-maximal effect; % is set by controls: 0 for no effect and ±100 for the full control effect
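Eya2 protein (added as 0.2 uM solution) was preincubated with compound for 10 min at ambient temperature in 50 mM HEPES pH 7.5, 50 mM NaCl, 5 uM MgCl2, 0.05% BSA, 1 mM DTT. OMFP (added at 50 uM) then reacted 10 min; fluorescence read at 485/525 nm.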
Tb PFK inh = qHTS Assay to Find Inhibitors of T. brucei phosphofructokinase; T. brucei PFK, ADP-Glo luminescence; AID 485367, 2010; ATP-dependent 6-phosphofructokinase (Trypanosoma brucei brucei), O15648; Potency, µM (titrated, usually from 57.5 µM), for inactives: at the top dose activity, negative = inhibition, actives largely listed as inhibitors; actives 0.17% (n = 330,000);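 note: potency is the fitted concentration of half-maximal effect; 0% = uninhibited 1x PFK enzyme wells and -100% = no-enzyme wells; nearly all actives have a fitted effect of over 60% in size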
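Compounds were pin-transferred as a titration series up to 57 uM into substrate buffer (0.5 mM F6P, 0.1 mM ATP, pH 8.0), then 1.25 nM PFK was added and reactions ran 45 min before ADP-Glo detection.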
Mito fusion act = qHTS Assay for Small Molecule Inhibitors of Mitochondrial Division or Activators of Mitochondrial Fusion | S. cerevisiae fusion-defective mutant growth rescue, CellTiterGlo 48 h | Potency, µM (top dose mostly 46.1 µM), inactives show at the highest dose growth rescue (activation), most hits filed as activators | actives 0.23% (n = 320,000) | AID 485298, 2010;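 note: potency is the fitted concentration of half-maximal effect; % of control where 0% means no effect; nearly all actives have a fitted effect of over 45% in size; temperature-sensitive fusion mutants such as fzo1-1 at 37 °C on non-fermentable ethanol glycerol medium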
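Read-out: ATP-based luminescence (CellTiterGlo, 10 min ambient) reporting growth of fusion-defective ts yeast after 48 hours at 37C on glycerol/ethanol YPEG medium in the presence of compound.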
a7 integrin act = qHTS for Activators of Integrin-Mediated Alleviation for Muscular Dystrophy. alpha7betagal myoblasts, beta-gal FDG fluorescence, 48 h. Potency, µM (series often up to 38.3 µM), without a hit: at the top dose activation, most hits filed as activators. actives 0.064% (n = 350,000). AID 624291, 2012;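 note: potency is the fitted concentration of half-maximal effect; 100% = response of the positive control SU9516; nearly all actives have a fitted effect of over 60% in size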
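Alpha7betagal+/- myoblasts (passage 13) were plated 16-24 hr, then exposed to compounds (1:260 dilution of DMSO stock) for 48 hours at 37C. After MPER lysis, β-galactosidase reporter activity was read as FDG fluorescence (ex 480/em 540) after 30 minutes.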
A-T KAP1 phos = qHTS Assay for Identifying a Potential Treatment of Ataxia-Telangiectasia; actives 0.19% (n = 320,000); […] A-T fibroblasts, KAP-1 phosphorylation AlphaLISA; neocarzinostatin DNA damage 30 min before lysis; Potency, µM (doses to about 57.5 µM), without a hit: top-dose activation, most hits filed as activators; AID 485349, 2010; note: potency is the fitted concentration of half-maximal effect; % of control where 0% means no effect; nearly all actives have a fitted effect of over 45% in size
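ATM-like activity read as KAP-1 phosphorylation via AlphaLISA donor/acceptor antibody pairs after lysis and 6 hr at 25C. Cells were ATM-null patient fibroblasts ([…], hTERT), dosed 60 min, then exposed to the DSB inducer NCS for 30 min.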
ELG1 DNA repair = qHTS screen for small molecules that inhibit ELG1-dependent DNA repair in human embryonic kidney (HEK293T) cells expressing luciferase-tagged ELG1 | HEK293T ELG1-luciferase reporter, luminescence, 16 h; DNA damage induced by 5-fluorouridine | Potency, µM (series often up to 46.1 µM), for the others: at the highest dose activity change, negative = inhibition, actives largely listed as inhibitors | actives 2.3% (n = 330,000) | AID 504467, 2011; note: potency is the fitted concentration of half-maximal effect; % is set by controls: 0 for no effect and ±100 for the full control effect; nearly all actives have a fitted effect of over 55% in size
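Overnight (16 hr) co-exposure of 2,000 cells/well to 5-fluorouridine and compound at 37 °C preceded detection. Luciferase was quantified via ONE-Glo luminescence; loss of signal denotes inhibition.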
ASM inhibitor = Inhibitors of Secretory Acid Sphingomyelinase (S-ASM): qHTS; Sphingomyelin phosphodiesterase (Homo sapiens), P17405; placental ASM, HMU-PC fluorogenic substrate, 60 min; Potency, µM (doses to about 57.5 µM), for the others: at the top dose activity change, negative = inhibition, most hits filed as inhibitors; actives 0.006% (n = 340,000); AID 504937, 2011; note: potency is the fitted concentration of half-maximal effect
Target sequence (P17405 47-631 limits assumed): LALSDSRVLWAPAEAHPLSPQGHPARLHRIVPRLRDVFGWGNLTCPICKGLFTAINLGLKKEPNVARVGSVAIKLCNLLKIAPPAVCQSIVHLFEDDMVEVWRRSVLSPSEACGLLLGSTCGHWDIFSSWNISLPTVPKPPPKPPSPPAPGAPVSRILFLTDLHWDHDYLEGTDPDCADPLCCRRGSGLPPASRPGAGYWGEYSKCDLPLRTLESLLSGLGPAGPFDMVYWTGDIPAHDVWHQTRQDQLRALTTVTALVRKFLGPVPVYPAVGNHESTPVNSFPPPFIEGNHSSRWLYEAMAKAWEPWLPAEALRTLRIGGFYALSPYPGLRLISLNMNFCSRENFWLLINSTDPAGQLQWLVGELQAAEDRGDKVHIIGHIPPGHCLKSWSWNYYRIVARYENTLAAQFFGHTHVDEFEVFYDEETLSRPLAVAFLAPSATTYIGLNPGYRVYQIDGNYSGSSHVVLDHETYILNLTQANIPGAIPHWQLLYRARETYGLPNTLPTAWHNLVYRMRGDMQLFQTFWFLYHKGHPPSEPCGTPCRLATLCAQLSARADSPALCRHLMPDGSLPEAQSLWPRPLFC
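Human placenta-derived ASM preincubated with compound 10 min at room temperature, then reacted with 9 uM (final) fluorogenic HMU-PC substrate for 60 min at 37 C. Stop solution raises pH to 10; fluorescence read at Ex 386/Em 447 nm.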
TSG101-PTAP inh = qHTS Assay for Iinhibitors of HIV-1 Budding by Blocking the Interaction of PTAP/TSG101. Fluorescence polarization, FITC-PTAP peptide / Tsg101 binding. 340,000 tested, under 10 active. Tumor susceptibility gene 101 protein (Homo sapiens), Q99816. Potency, µM (series often up to 115 µM), without a hit: at the top dose activity change, negative = inhibition, usual class: inhibitors; active = well fitted inhibition curve with a large enough effect in the main read-out, with a control signal flat, not every such curve was filed as active; inconclusive = small, poorly fitted or top-dose-only effect, or effect the other way, or a change in a side signal; inactive = no such curve, though single readings can be large or run the other way; note: potency is the fitted concentration of half-maximal effect; % of control where 0% means no effect
Target sequence (Q99816 whole entry, looked up): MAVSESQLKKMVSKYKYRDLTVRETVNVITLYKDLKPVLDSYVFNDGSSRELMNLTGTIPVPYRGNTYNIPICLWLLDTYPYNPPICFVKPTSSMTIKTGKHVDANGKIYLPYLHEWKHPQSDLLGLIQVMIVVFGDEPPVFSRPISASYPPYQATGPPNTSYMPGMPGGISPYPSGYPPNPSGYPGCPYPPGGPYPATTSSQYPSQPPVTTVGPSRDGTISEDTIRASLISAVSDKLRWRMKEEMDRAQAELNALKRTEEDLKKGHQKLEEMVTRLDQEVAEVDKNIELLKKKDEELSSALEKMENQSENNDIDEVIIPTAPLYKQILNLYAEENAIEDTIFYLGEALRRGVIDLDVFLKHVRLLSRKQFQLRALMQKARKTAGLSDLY
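Tsg101 binding domain (10 uM final) was mixed with compound and a FITC-labeled PTAP peptide (50 nM final) in HEPES pH 7.5 buffer with NaCl, Tween 20, EDTA and TCEP; fluorescence polarization was read after 20 min at r.t.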
TSHR antagonist = Antagonists of the Thyroid Stimulating Hormone Receptor: HTS campaign; TSHR-expressing cells, TSH-stimulated cAMP HTRF, 2 h; active compounds read low; Thyrotropin receptor (Homo sapiens), P16473; actives 0.2% (n = 330,000); activity change, negative = inhibition, % at 11.5 µM; AID 504810, 2011;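 active = activity change below a set negative limit, meaning inhibition stronger than a set level, cut at about -70% in these data; inconclusive = activity change between two set negative limits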; note: % is set by controls: 0 for no effect and ±100 for the full control effect
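Freshly harvested TSHR cells receive pin-tooled compound, then EC80 TSH at 4nM final. After 2 hours at 37 deg C, antibody in lysis buffer and cAMP-d2 are added; 30 minutes at ambient temperature precede the HTRF read.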
Chronic BCR inh = qHTS Assay to Find Inhibitors of Chronic Active B-Cell Receptor Signaling; actives 0.05% (n = 340,000); ABC-DLBCL IkBa-CBG/CBR reporter, luminescence ratio, 4 h; AID 493014, 2011; Potency, µM (top dose mostly 46.1 µM), for inactives: top-dose ratio change, negative = lower green/red ratio, actives largely listed as inhibitors; active = well fitted inhibition curve with a large enough effect in the signal ratio, with a control signal flat, not every such curve was filed as active; inconclusive = small, poorly fitted or top-dose-only effect, or effect the other way, or a change in a side signal; the % refers to the signal ratio;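 note: potency is the fitted concentration of half-maximal effect; plate controls were basal doxycycline-induced cells for no effect and cells given 10 µM MG132 for full effect; MG132 reads +100%, hits lower the ratio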
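TMD8 human ABC-DLBCL cells with doxycycline-inducible IκBα–green luciferase fusion and unfused red luciferase, in 0.5% FBS medium; compounds up to 46 uM, 4 h at 37C. Green/red luminescence ratio, filter-overlap corrected, fitted to concentration-response curves.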
* = called active by the depositor; i = inactive; ? = inconclusive; . = no result given; [ ] = another dose, or the depositor's remark. Unless noted, calls come from the whole dose curve; as a rule, active = well fitted curve in the direction sought with a large enough effect; inconclusive = small, poorly fitted or top-dose-only effect, or another doubt; inactive = no such curve, though single readings can be large; an effect the other way counts as inactive or inconclusive.

Every second line gives: TCR act	Chronic BCR inh	ELG1 DNA repair	ASM inhibitor	Tb PFK inh	a7 integrin act	TSHR antagonist	A-T KAP1 phos	Eya2 inh	TSG101-PTAP inh	Mito fusion act
Cc1ccc(S(=O)(=O)c2nc(-c3ccccc3)oc2N2CCCC2)cc1
 : 6%	3%	?	-1%	0%	15%	22	7%	6%	-5%	-1%
CC1CCc2c(sc(NC(=O)c3ccc(N4C(=O)CCC4=O)cc3)c2C(N)=O)C1 (stereo not given)
 : -3%	2%	-10%	0%	-7%	2%	13	-4%	-1%	-8%	-2%
Cn1c(=O)c2c(ncn2CCCC(=N)N2CCOCC2)n(C)c1=O
 : -3%	?	4%	0%	-2%	8%	10	0%	-4%	-4%	4%
Cc1nn(-c2ccccc2)c2c1cc1c(=O)n(C)c(=O)nc-1n2-c1ccccc1F
 : 6%	?	?	i	-3%	0%	-3	8%	-10%	0%	2%
COc1ccc(/C(N)=N/OC(=O)CC2CCCCC2)cc1OC
 : 1%	8%	?	-1%	4%	-29%	-29	19%	-9%	-2%	1%
Cc1cc(NC(=O)COC(=O)c2n[nH]c3ccccc23)no1
 : -2%	14%	18%	5%	-3%	26%	-22	2%	-5%	-5%	-4%
CC(Sc1ccccc1F)C(=O)Nc1cccc(S(=O)(=O)N2CCOCC2)c1 (stereo not given)
 : -3%	-3%	2%	2%	5%	-11%	-5	8%	-6%	-5%	.
CN(C)c1ccc(NS(=O)(=O)c2cc3c4c(c2)CC(=O)N4CCC3)cc1
 : 1%	0%	-1%	-6%	-13%	11%	15	0%	-4%	-10%	-8%
O=C(Nc1ccc2ccccc2c1)C(=O)C1C(=O)Nc2ccccc21 (stereo not given)
 : .	1%	?	.	-10%	.	11	2%	-4%	.	-9%
COCc1c(C(=O)OC)nnn1-c1ccc(C(F)(F)F)cc1[N+](=O)[O-]
 : -4%	-3%	-7%	-6%	0%	9%	0	0%	5%	-1%	6%
CCn1c(SCC(=O)NCc2cccs2)nnc1-c1cccs1
 : 0%	-2%	-8%	-3%	-8%	-10%[7.66 µM]	8	5%	8%	-5%	-1%
c1ccc(CSc2snnc2-c2ccccc2)cc1
 : 0%	?	?	-4%	6%	5%	-16	19%	9%	0%	9%
Cc1ccc(CN(C)Cc2cc(=O)oc3cc(C)c(Cl)cc23)cc1
 : 1%	?	-4%	-9%	1%	-8%	3	30%	12%	3%	-15%
Cc1ccccc1OCCC(=O)OCC(=O)N1c2ccccc2NC(=O)C1(C)C
 : 9%	?	-10%	4%	?	6%	1	0%	-3%	0%	-3%
CN1CCN(c2ccc(NC(=S)NC(=O)/C=C/c3ccco3)cc2)CC1
 : 8%	-1%	?	-6%	1%	-6%	43	-4%	-5%	-2%	-36%[inhibitor]
Cc1ccc(C(=O)O)cc1NC(=O)Nc1ccc2c(c1)OCO2
 : 0%	-1%	?	4%	2%	38%	-3	3%	-1%	-7%	4%
O=C(NCc1ccco1)c1ccc2snnc2c1
 : 4%[46.1 µM]	10%	12%	2%	-4%	6%	2	2%	0%	0%	0%
COc1ccc(NC(=O)c2cccc(NC(=O)c3ccccc3)c2)c(OC)c1
 : .	?	?	-6%	-1%	20%	5	2%	-7%	-1%	-5%
C=CCc1cccc2cc(C(=O)N3CCN(C(=O)OCC)CC3)c(=O)oc12
 : -4%	-3%	5%	5%	19%	0%	2	5%	-19%	-7%	-5%
CCC(=O)N1CCCc2cc(S(=O)(=O)N3CCN(C4CCCCC4)CC3)ccc21
 : 3%	7%	-8%	2%	1%	-40%	-4	4%	4%	-10%	-2%

Shown tab-delimited: entries from further up.
molecule	TCR act	Chronic BCR inh	ELG1 DNA repair	ASM inhibitor	Tb PFK inh	a7 integrin act	TSHR antagonist	A-T KAP1 phos	Eya2 inh	TSG101-PTAP inh	Mito fusion act
O=C(Nc1ccc2ccccc2c1)C(=O)C1C(=O)Nc2ccccc21 (stereo not given)	.	1%	?	.	-10%	.	11	2%	-4%	.	-9%
COCc1c(C(=O)OC)nnn1-c1ccc(C(F)(F)F)cc1[N+](=O)[O-]	-4%	-3%	-7%	-6%	0%	9%	0	0%	5%	-1%	6%
CCn1c(SCC(=O)NCc2cccs2)nnc1-c1cccs1	0%	-2%	-8%	-3%	-8%	-10%[7.66 µM]	8	5%	8%	-5%	-1%
c1ccc(CSc2snnc2-c2ccccc2)cc1	0%	?	?	-4%	6%	5%	-16	19%	9%	0%	9%

(next part)
Every second line gives: TCR act	Chronic BCR inh	ELG1 DNA repair	ASM inhibitor	Tb PFK inh	a7 integrin act	TSHR antagonist	A-T KAP1 phos	Eya2 inh	TSG101-PTAP inh	Mito fusion act
CCNC(=O)c1c(O)c2ccccc2[nH]c1=O
 : -3%	0%	-3%	87%[activator]	-1%	-34%	-6	-4%	20%	-4%	-4%
COc1ccc(NC(=O)N2CCCC2C(=O)Nc2ccc(C)cc2)cc1 (stereo not given)
 : 10%	4%	0%	0%	-2%	-12%	0	14%	-9%[15.4 µM]	0%	-1%
COc1cccc(C2CC(=O)NC3=C2C(=O)CCC3)c1 (stereo not given)
 : 0%	-6%	16%	5%	1%	23%	16	-12%	-1%	-4%	3%
C(=C\c1ccccc1)/C=N/Nc1nc2ccccc2s1
 : -1%	?	?	5%	-7%	-3%	-12	3%	-45%	-2%	-8%
COc1cc(-c2nnc(NC(=O)CS(=O)(=O)c3ccc(F)cc3)o2)cc(OC)c1OC
 : 3%	-5%	13%	.	-7%	7%	-7	-1%	-12%	-1%	-6%
CCOc1ccc(-n2c(SCC(=O)Nc3ccc(C(=O)O)cc3)nc3ccccc3c2=O)cc1
 : -1%	7%	10%	0%	7%	7%	-18	9%	19%	-7%	16%
Cc1cc(C(=O)Cn2cnc3cc([N+](=O)[O-])ccc3c2=O)c(C)n1CC1CCCO1 (stereo not given)
 : 5%	?	-16%	-2%	0%	2%	-1	0%	20%	-2%	2%
CCN(C(=O)COC(=O)c1ccc(O)cc1O)c1c(N)n(Cc2ccccc2)c(=O)[nH]c1=O
 : .	3%	22%	2%	-4%	8%	6	-9%	-14%	-3%	-1%
Cc1cc(Cl)c(OCCOCCN2CCCCC2)c(Br)c1
 : .	0%	10%	5%	-4%	0%	23	0%	-20%	-2%	-29%
CCCCN1Cc2c(nc3cc(-c4ccccc4)[nH]n3c2=O)C1=O
 : -4%	-5%	-3%	437%[activator]	-1%	7%	-14	3%	-1%	-3%	1%
COc1ccc(NC(=O)CSc2nnc(Cc3ccccc3)c(=O)n2N)cc1OC
 : 1%	?	1%	-2%	-8%	-27%	-4	2%	-5%	-8%	-11%
CC(C)n1nc(CC(=O)O)c2ccccc2c1=O
 : 3%	1%	3%	-2%	-1%	?	4	12%	-4%	-2%	5%
O=C(OCc1ccccc1Cl)c1ccccc1C(=O)c1ccccc1
 : 2%	1%	?	-5%	-1%	-16%	2	10%	2%	0%	2%
O=C(Nc1ccc2c(c1)ncn2-c1ccccc1)c1ccco1
 : -4%	?	?	-2%	-3%	-20%	-10	-4%	2%	-4%	9%
CCOC(CNC(=O)c1ccc(CNC(=O)c2ccc(OC)c(OC)c2)cc1)OCC
 : -7%	-26%	9%	-3%	2%	14%	-8	-1%	-22%	-5%	24%

Rows are unselected. About 3.2% of those tested had a hit in this group.
